Screening data deposited in PubChem BioAssay by National Center for Advancing Translational Sciences (NCATS).
IL-2 act – activators of IL-2 | IL-2 activation reporter assay, cell-based qHTS; stimulated with anti-CD3/CD4/CD28 beads; in transgenic mouse T cells | activation, % (series mostly up to about 46 µM) | 360,000 tested, 0.065% active; in the data active means activation above about 50%; inconclusive means mostly about 30% to 49%; further: 0% is about no effect
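Readout: EGFP and DsRed signals by fluorescent plate cytometry. Unstimulated transgenic mouse T cells received compound 60 min before antibody-bead stimulation, then incubated 18 h at 37 degrees C.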
EPAC1 antagonist – EPAC1 (human) antagonism; EPAC1 GEF assay, Rap1b-BODIPY-GDP exchange fluorescence; Potency, µM (highest dose often 115 µM), for the others: at the highest dose activity change, negative = inhibition, hits mostly inhibitors; O95398; 360,000 tested, 0.14% active;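 further: potency means the concentration at half of the fitted maximal effect; plate controls were vehicle for no effect and positive control for full effect; nearly all actives have a fitted effect of over 50% in size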
PLK1 PBD block – PLK1 (human) polo-box domain binding inhibition | P53350 | Plk1 PBD binding of FITC phosphopeptide, fluorescence polarization | Potency, µM, for inactives: max response, negative = inhibition, usual class: inhibitors | 360,000 tested, 2.8% active; further: potency means the concentration at half of the fitted maximal effect; series mostly up to about 57 µM; on the % scale 0 is the no-effect control and ±100 the full control effect; nearly all actives have a fitted effect of over 65% in size
Target sequence (P53350 whole entry, looked up, the tested form may be a part): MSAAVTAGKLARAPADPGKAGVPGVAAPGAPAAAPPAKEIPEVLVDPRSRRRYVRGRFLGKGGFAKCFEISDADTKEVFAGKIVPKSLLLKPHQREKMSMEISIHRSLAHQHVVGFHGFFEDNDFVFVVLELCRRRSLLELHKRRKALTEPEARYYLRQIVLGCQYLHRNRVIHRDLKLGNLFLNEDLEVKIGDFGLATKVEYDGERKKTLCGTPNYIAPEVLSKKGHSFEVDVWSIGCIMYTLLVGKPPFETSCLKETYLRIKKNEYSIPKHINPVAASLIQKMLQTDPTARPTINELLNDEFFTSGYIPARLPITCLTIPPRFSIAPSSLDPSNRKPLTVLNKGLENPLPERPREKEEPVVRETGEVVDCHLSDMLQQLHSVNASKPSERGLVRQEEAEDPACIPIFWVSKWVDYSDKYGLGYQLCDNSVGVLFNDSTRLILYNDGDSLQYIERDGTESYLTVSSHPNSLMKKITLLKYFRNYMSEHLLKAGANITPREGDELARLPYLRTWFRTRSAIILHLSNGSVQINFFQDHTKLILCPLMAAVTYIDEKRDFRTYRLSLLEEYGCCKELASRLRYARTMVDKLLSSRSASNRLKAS
FUS yeast rescue – FUS proteinopathy suppression in yeast. S. cerevisiae FUS-expressing, growth rescue, OD600, 24 h. Potency, µM (doses to about 76.6 µM), without a hit: at the top dose growth rescue (activation), most hits filed as activators. 390,000 tested, 0.24% active. AID 1347120;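 further: potency means the concentration at half of the fitted maximal effect; plate controls were DMSO vehicle for no effect and reference control for full effect; nearly all actives have a fitted effect of over 55% in size; some results filed as inactive show a strong effect at the top dose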
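Compound concentration series was pinned onto galactose-induced FUS-expressing yeast seeded at OD 0.005. Plates sat 24hr at 30C; absorbance at 600 nm gave growth. DMSO served as background control.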
WRN inhibitor – WRN helicase (human) inhibition | Potency, µM (highest dose often 114 µM), for inactives: top-dose activity change, negative = inhibition, actives largely listed as inhibitors | AID 651768 | 360,000 tested, 0.46% active | WRN helicase unwinding, fluorescent forked duplex, kinetic; further: potency means the concentration at half of the fitted maximal effect; on the % scale 0 is the no-effect control and ±100 the full control effect; nearly all actives have a fitted effect of over 55% in size
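WRN at 20 nM final was preincubated with compound for 15 min at room temperature; reaction started with 100 nM forked duplex oligonucleotide carrying fluorophore and quencher plus 2 mM ATP (final). Unwinding followed kinetically by red fluorescence (ex 525/em 598 nm).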
PI5P4K alpha inh – blocks human PI5P4K alpha kinase activity; PI5P4Kalpha enzyme, ADP-Glo luminescence, 60 min; active compounds read low; AID 652105; 330,000 tested, 1.2% active; max response, %; active means max response of -50% or lower; inconclusive means between -30% and -50%; inactive means -30% or higher; further: value at the top dose of about 77 µM; on the % scale 0 is the no-effect control and ±100 the full control effect
Target sequence (P48426 whole entry, looked up): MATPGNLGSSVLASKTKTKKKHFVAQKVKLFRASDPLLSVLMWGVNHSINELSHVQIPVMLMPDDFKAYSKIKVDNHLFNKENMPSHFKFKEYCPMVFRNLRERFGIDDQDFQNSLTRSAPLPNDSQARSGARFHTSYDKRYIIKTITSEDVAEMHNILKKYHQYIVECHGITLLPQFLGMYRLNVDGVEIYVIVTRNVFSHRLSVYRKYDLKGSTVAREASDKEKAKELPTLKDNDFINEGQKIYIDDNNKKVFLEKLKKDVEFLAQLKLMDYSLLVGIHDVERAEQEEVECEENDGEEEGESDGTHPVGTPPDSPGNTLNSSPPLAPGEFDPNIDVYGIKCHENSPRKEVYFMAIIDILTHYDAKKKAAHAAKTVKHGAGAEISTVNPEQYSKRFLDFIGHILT
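Luminescence from ADP-Glo served as readout of PI5P4Kalpha activity in a qHTS format. Reaction: enzyme, substrate, compound, ATP at 5 microM final, 60 min at RT.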
EPAC1 ag – activates human EPAC1 exchange factor. Potency, µM (top dose mostly 154 µM), for the others: at the top dose activation, usual class: activators. EPAC1 agonist qHTS, biochemical assay; response scale: 100% = response to 6.5 mM cAMP. 360,000 tested, 0.073% active. O95398; further: potency means the concentration at half of the fitted maximal effect; nearly all actives have a fitted effect of over 60% in size
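Fluorescent GDP-exchange assay: 100 nM EPAC1 with 250 nM Rap1B preloaded with BODIPY-GDP and 50 uM GDP; compounds tested as concentration series, 5 min at room temperature, then read every 5 min for 30 min (ex 480/em 540 nm); normalized to 6.5 mM cAMP.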
Abeta rescue – A-beta toxicity reversal in yeast | yeast expressing A-beta42, growth rescue, OD600, 48 h; response scale: 0% DMSO, 100% iron-clioquinol control | Potency, µM (top dose mostly 46.1 µM), for the others: top-dose growth rescue, usual class: activators | 410,000 tested, 0.063% active | AID 1347071; further: potency means the concentration at half of the fitted maximal effect; nearly all actives have a fitted effect of over 55% in size
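Growth rescue measured by 600 nm absorbance after 48 h yeast culture at 30 C with compound. Values normalized between DMSO and an equimolar ferric chloride plus clioquinol control.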
* hit, by the source's call; ? = inconclusive; nt = not tested or not shown; & = joins results of further samples; [ ] = another dose, or the depositor's remark. Unless noted, the call rests on the fitted dose curve; in most records, active means well fitted curve in the direction sought with a large enough effect; inconclusive means small, poorly fitted or top-dose-only effect, or another doubt; inactive means no such curve, though single readings can be large; an effect the other way counts as inactive or inconclusive. Rows are unselected, and some 4.1% of all compounds hit somewhere here.

Compound	EPAC1 ag	WRN inhibitor	PLK1 PBD block	EPAC1 antagonist	IL-2 act	FUS yeast rescue	Abeta rescue	PI5P4K alpha inh
N#Cc1ccc(-c2nc3ccc(Cl)cn3c2Cc2ccccc2)cc1	-3%	-13%	3%	-7%	-0.4	19%	-2%	-9
Cc1ccc(NC(=O)c2nc[nH]c2C(=O)N[C@@H](CCCCNC(=O)OC(C)(C)C)C(=O)OC(C)(C)C)cc1	-37%[inhibitor]	-13%	0%	-26%	-0.6	?	-2%	12
CCOCCn1c(=O)c2c(nc3n2CC(C)CN3Cc2ccccc2)n(C)c1=O (centres undefined)	-11%	3%	30µM*	-11%	-1.7	14%	2%	-12
COc1ccc(OC)c(-c2csc(NC(=O)C3CSC4(C)CCC(=O)N34)n2)c1 (centres undefined)	6%	-13%	-10%	-5%	-4.5	1%	?	-2
COc1ccccc1-c1coc2cc(O)cc(O)c2c1=O	9%	-1%	-6%	-4%	-0.4	8%	11%	4
CC1CCC(NC(=O)c2cc3c(s2)CCCC3)CC1 (centres undefined)	-4%	-4%	-3%	-6%	0.5	24%	-18%	2
COc1ccc(CNC(=O)c2ccccc2NC(=O)C2=C(C)OCCS2)cc1	7%	-3%	-3%	4%	0.6	25%	-2%	-1
CN(CC(=O)Nc1ccccc1Cl)C(=O)COC(=O)C1CC1	6%	8%	-5%	3%	0.6	0%	5%	1
COc1cccc(NC(=O)NC2(C(=O)N3CCC(O)CC3)CCCCC2)c1	0%	-1%	-4%	4%	-0.2	17%	6%	1
Cc1cnc(C(=O)OCC(=O)Nc2ccc(C)c(S(=O)(=O)N(C)C)c2)cn1	5%	-4%	-5%	8%	1.9	4%	9%	-2
O=C(O)Cc1ccc2sc(-c3ccccc3)nc2c1	1%	1%	0%	1%	1.0	nt	-75%[inhibitor]	-14
COC(=O)c1[nH]c2ccccc2c1CN1CCOCC1	12%	4%	-12%	-2%	1.5	-15%	-17%	1
COC(=O)c1c(NC(=S)Nc2ccc(F)cc2[N+](=O)[O-])sc2c1CCCCC2	9%	-7%	?	-9%	-1.3	19%	3%	8
O=C(O)c1c2c(nc3ccc(S(=O)(=O)N4CCC(C(=O)NC5CCCCCC5)CC4)cc13)CCCC2	-4%	-8%[11.6 µM]	?	-17%	-0.4	6%	-2%	-27
Cc1c(C(=O)N2CCCCC2)c(S(=O)(=O)N(C)Cc2ccccc2)c(C)n1C	3%	-2%	-5%	-6%	4.3	26%	-11%	-1

3 structures from above, arranged by SMILES length, highest first.
Compound	EPAC1 ag	WRN inhibitor	PLK1 PBD block	EPAC1 antagonist	IL-2 act	FUS yeast rescue	Abeta rescue	PI5P4K alpha inh
Cc1c(C(=O)N2CCCCC2)c(S(=O)(=O)N(C)Cc2ccccc2)c(C)n1C	3%	-2%	-5%	-6%	4.3	26%	-11%	-1
COc1ccc(CNC(=O)c2ccccc2NC(=O)C2=C(C)OCCS2)cc1	7%	-3%	-3%	4%	0.6	25%	-2%	-1
CC1CCC(NC(=O)c2cc3c(s2)CCCC3)CC1 (centres undefined)	-4%	-4%	-3%	-6%	0.5	24%	-18%	2

More structures follow.
Compound	EPAC1 ag	WRN inhibitor	PLK1 PBD block	EPAC1 antagonist	IL-2 act	FUS yeast rescue	Abeta rescue	PI5P4K alpha inh
CCN1CCC(=NNC(=O)CC23CC4CC(CC(C4)C2)C3)CC1	1%	-1%	-1%	13%	-2.2	2%	15%	-2
Oc1[nH]c2ccccc2c1C=Nc1ccccc1	6%	0%	-14%	-10%	-2.2	-9%	11%	-6
O=S(=O)(NCCc1ccccc1)c1ccc(Cl)nc1	-10%	-2%	3%	-18%	-1.2	-3%	-8%	11
COc1ccc(NC(=O)CSc2nc3cccnc3n2C)cc1	-4%	-8%	-3%	6%	-0.9	11%	3%	0
C[C@H](CO)N1C[C@H](C)[C@@H](CN(C)Cc2ccc3c(c2)OCO3)Oc2c(NS(=O)(=O)c3cn(C)cn3)cccc2C1=O	-17%	3%	-1%	0%	0.1	-13%	1%	3
CCCc1ccc2oc(C(=O)N3CCC(C(N)=O)(N4CCCCC4)CC3)c(C)c2c1	-1%	0%	-2%	-7%	-3.2	10%	0%	7
Cc1cc(NC(=O)CSc2nc3ccccc3n2CC(=O)N2CC(C)CC(C)C2)no1 (centres undefined)	5%	-1%	-3%	-12%	1.7	21%	3%	nt
COc1ccc(S(=O)(=O)n2nc(OC(=O)c3cccs3)cc2N)cc1	19%	15%[57.1 µM]	0%	-1%	-1.6	4%	11%	10
CC(C)CC1(C2CCCC2)NC(=O)NC1=O (centres undefined)	3%	-6%	-1%	-17%	-0.4	-5%	4%	6
COc1ccc(N=C2C(=O)Nc3c(C)cccc32)cc1	-2%	-8%	-10%	5%	1.7	4%	0%	1
Cc1ccc(NC2=NC3(CCCC3)N=C(N)N2)c(C)c1	4%	1%	-1%	5%	-1.0	-3%	10%	0
COc1ccc(N(C)C(=O)C2CCN(S(=O)(=O)c3cccc4nonc34)CC2)cc1	2%	4%	-9%	22%	0.7	4%	10%	-4
OC[C@@H]1CN(CCc2ccccc2)C[C@H](n2cnc3c(NCc4ccc(F)cc4)ncnc32)O1	4%	1%	3%	-12%	0.3	9%	-12%	-3
CC(C)C[C@H](NC(=O)c1nc[nH]c1C(=O)NCC(=O)OC(C)(C)C)C(=O)OC(C)(C)C	-40%[inhibitor]	-16%	2%	-26%	-0.3	41%	0%	2
c1ccc2oc(NC3=NCN(CC4CCCO4)CN3)nc2c1 (centres undefined)	4%	-8%	-25%	12%	-1.6	14%	-11%	-4

The list continues.
Compound	EPAC1 ag	WRN inhibitor	PLK1 PBD block	EPAC1 antagonist	IL-2 act	FUS yeast rescue	Abeta rescue	PI5P4K alpha inh
CCC(C)[C@H](NC(=O)NCCCOC(C)C)C(=O)OC (some centres undefined)	-9%	-13%	-8%	-7%	0.8	-1%	3%	-2
CCOc1ccc(N(Cc2ccc(OC)c(OC)c2)C(=O)c2ccco2)cc1	6%	-2%	-13%	-17%	-0.6	5%	1%	-3
CC(=O)C1=C(O)C(=O)N(c2cc(C(C)(C)C)on2)C1c1ccc(C(C)C)cc1 (centres undefined)	-9%	0%	-19%	-11%	0.4	48%	-15%	nt
CC1CCCC(C)N1CCNC(=O)CCc1nnc2n(Cc3ccccc3)c(=O)c3ccccc3n12 (centres undefined)	-12%	0%	-2%	-9%	-2.2	-7%	12%	-6
CC(=O)N1c2ccc(S(=O)(=O)NCC3CCC(C(=O)NC4CCCCC4)CC3)cc2CC1C (centres undefined)	8%	2%	-3%	1%	0.2	35%	-6%	-7
CCOc1ccccc1/C=C(\C#N)C(=O)NC1CC1	-3%	-1%	-1%	-13%	1.0	2%	-3%	5
Cc1nc2ccccc2nc(C)c1=NOCC(=O)N(c1ccccc1)C(C)C	-5%	3%	-1%	4%	-2.4	7%	3%	6
O=c1c2ccccc2ncn1-c1ccc([N+](=O)[O-])cc1Cl	10%	?	-10%	-2%	0.0	16%	-5%	5
COC(=O)c1ccccc1NC(=O)Cn1c(-c2nonc2N)nc2ccccc21	5%	-5%	-6%	10%	-2.2	27%	-16%	nt
Cc1ccc(S(=O)(=O)c2c(C)nn(C(C)(C)C)c2OC(=O)C2CCCC2)cc1	2%	-6%	-12%	-9%	-0.4	16%	29%	14
C/C(=N\NC(=O)CCC(=O)Nc1ccc(C)c(C)c1)C1CC1	15%	5%	-8%	13%	-3.6	10%	1%	4
C[C@]12CCC(=O)C=C1CC[C@@H]1[C@@H]2[C@@H](O)C[C@@]2(C)[C@H]1CC[C@]2(O)C(=O)COC(=O)CCC(=O)O	-36%&6%[inhibitor]	3%&-1%	-1%&-5%	8%&-12%	-0.8&-0.3	-13%&-22%	-22%&4%	16&2
CC1(C)OC(=O)C2=C(C[C@@H](C3CCCCC3)O[C@H]2c2ccc(F)cc2)O1	1%	-11%	-6%	-8%	-0.2	21%	-7%	0
COc1ccc(NC(=O)CN(C)C(=O)/C=C/c2ccc(OCc3ccccc3)cc2)cc1	9%	13%	30µM*	-1%	-2.9	-8%	-5%	-4
O=C(N/N=C(\Cc1ncc[nH]1)c1ccccc1)c1ccncc1	8%	-3%	-17%	-26%	1.1	27%	-13%	3

Later entries:
Compound	EPAC1 ag	WRN inhibitor	PLK1 PBD block	EPAC1 antagonist	IL-2 act	FUS yeast rescue	Abeta rescue	PI5P4K alpha inh
O=C(CSc1nc(=O)n(CCCN2CCOCC2)c2c1CCC2)Nc1cccc(F)c1	2%	6%	1%	-2%	0.1	11%	-16%	2
Cc1ccc(-c2nc3ccccc3[nH]2)cc1NC(=O)c1ccc2c(c1)OCO2	14%	-8%	-7%	7%	-1.0	10%	-32%[inhibitor]	nt
COc1cc(/C=C/C(=O)O)ccc1OS(=O)(=O)c1c(C)c(C)cc(C)c1C	-4%	-6%	?	-6%	-0.1	11%	-6%	0
COc1cccc(COC(=O)C2CCN(S(=O)(=O)c3ccc(F)cc3)CC2)c1OC	5%	-1%	-4%	-22%	-3.7	15%	2%	5
CCOC(=O)N1CCC(=NNC(=O)c2ccc(O)cc2)CC1	4%	-3%	-8%	4%	-2.3	0%	4%	-8
CCOCCCNC(=O)C(c1ccc(C)cc1)N1CCOCC1 (centres undefined)	-5%	2%	5%	8%	-1.8	-25%	3%	2
Cc1cccc(C(=O)Oc2ccc(/C=N/NC(=O)c3ccncc3)cc2)c1	6%	3%	-8%	15%	1.7	12%	13%	3
Cc1cc(/C=C2\SC(=S)NC2=O)c(C)n1C1CC1	-6%	?	-4%	-3%	-2.4	24%	25%	nt
O=C1CC(c2ccccc2)CC(O)=C1C=NCC1CCCO1 (centres undefined)	1%	3%	-9%	-3%	0.5	6%	-4%	-1
COc1ccccc1C1C(C(=O)c2ccc(C)o2)=C(O)C(=O)N1c1cc(C)on1 (centres undefined)	-4%	-11%	?	-22%	-0.7	?	0%	0
CN1CCN(C(=O)c2ccc(Cn3cc(Cl)cn3)o2)CC1	-4%	-3%	3%	2%	-0.5	0%	-3%	-6
Cc1cccc(NC(=O)CSc2nnc(-c3ccccc3)n2N)c1C	3%	1%	-2%	3%	-0.7	0%	5%	nt
Oc1ccc(Cc2ncc(C(F)(F)F)cc2Cl)cc1	-1%	-20%	-9%	-10%	0.9	8%	?	6
COc1ccc(NC(=O)CC(C)CC(=O)NCc2ccc(F)cc2)c(OC)c1 (centres undefined)	-2%	-1%	0%	14%	1.3	-15%	-5%	-7
CN(Cc1ccc2nsnc2c1)C(=O)C1CCC(=O)N(CCc2ccccc2)C1 (centres undefined)	-8%	10%	-13%	-7%	-2.4	3%	-2%	1
